From PubChem
TROY signal inh: blocks TROY-dependent signaling in reporter cells | Q293 LMP1-TROYcd NF-kB luciferase reporter, 4 h | inhibition, % at 10 µM | actives 0.98% (n = 360,000);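 active = compounds whose plate-normalised and pattern-corrected inhibition of the luciferase reporter signal at the single screening dose is 50% or more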
COUP-TFII inh: NR2F2 (human) inhibition, primary screen; P24468; HEK293T NGFI-A luciferase reporter, luminescence; inhibition, % at 8.6 µM; actives 0.7% (n = 370,000); AID 686940;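 active = inhibition above a per-plate cutoff, mean inhibition of test wells between control levels plus 3 SD, cut at about 38% in these data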;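 note: cells cotransfected with COUP-TFII expression vector driving the NGFI-A reporter; 0% = median of COUP-TF2 test wells and 100% = reporter-only cells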
Vif imaging: HIV Vif inhibition. HEK293T cells, Vif self-association by quenched fluorescence, imaging, 24 h. inhibition, % at 7.49 µM. actives 0.35% (n = 340,000). AID 602346; in the data active = inhibition above about 50%, passing the limit was not always enough; inconclusive = no clear call, values can overlap the other calls; inactive = below about 31%; note: some results filed as inactive read as strong as hits
NCOA1 inh: inhibitors of human steroid receptor coactivator 1 (SRC1); HEK293 GAL4-SRC1 luciferase reporter, luminescence; inhibition, % at 3.6 µM; actives 0.12% (n = 360,000);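 active = inhibition above the campaign mean plus 3 SD, with each screening campaign given its own cutoff, cut at about 60% in these data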;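 note: 0% = DMSO treated cells and 100% = gossypol at 36 µM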
Target sequence (Q15788 whole entry, looked up, the tested form may be a part): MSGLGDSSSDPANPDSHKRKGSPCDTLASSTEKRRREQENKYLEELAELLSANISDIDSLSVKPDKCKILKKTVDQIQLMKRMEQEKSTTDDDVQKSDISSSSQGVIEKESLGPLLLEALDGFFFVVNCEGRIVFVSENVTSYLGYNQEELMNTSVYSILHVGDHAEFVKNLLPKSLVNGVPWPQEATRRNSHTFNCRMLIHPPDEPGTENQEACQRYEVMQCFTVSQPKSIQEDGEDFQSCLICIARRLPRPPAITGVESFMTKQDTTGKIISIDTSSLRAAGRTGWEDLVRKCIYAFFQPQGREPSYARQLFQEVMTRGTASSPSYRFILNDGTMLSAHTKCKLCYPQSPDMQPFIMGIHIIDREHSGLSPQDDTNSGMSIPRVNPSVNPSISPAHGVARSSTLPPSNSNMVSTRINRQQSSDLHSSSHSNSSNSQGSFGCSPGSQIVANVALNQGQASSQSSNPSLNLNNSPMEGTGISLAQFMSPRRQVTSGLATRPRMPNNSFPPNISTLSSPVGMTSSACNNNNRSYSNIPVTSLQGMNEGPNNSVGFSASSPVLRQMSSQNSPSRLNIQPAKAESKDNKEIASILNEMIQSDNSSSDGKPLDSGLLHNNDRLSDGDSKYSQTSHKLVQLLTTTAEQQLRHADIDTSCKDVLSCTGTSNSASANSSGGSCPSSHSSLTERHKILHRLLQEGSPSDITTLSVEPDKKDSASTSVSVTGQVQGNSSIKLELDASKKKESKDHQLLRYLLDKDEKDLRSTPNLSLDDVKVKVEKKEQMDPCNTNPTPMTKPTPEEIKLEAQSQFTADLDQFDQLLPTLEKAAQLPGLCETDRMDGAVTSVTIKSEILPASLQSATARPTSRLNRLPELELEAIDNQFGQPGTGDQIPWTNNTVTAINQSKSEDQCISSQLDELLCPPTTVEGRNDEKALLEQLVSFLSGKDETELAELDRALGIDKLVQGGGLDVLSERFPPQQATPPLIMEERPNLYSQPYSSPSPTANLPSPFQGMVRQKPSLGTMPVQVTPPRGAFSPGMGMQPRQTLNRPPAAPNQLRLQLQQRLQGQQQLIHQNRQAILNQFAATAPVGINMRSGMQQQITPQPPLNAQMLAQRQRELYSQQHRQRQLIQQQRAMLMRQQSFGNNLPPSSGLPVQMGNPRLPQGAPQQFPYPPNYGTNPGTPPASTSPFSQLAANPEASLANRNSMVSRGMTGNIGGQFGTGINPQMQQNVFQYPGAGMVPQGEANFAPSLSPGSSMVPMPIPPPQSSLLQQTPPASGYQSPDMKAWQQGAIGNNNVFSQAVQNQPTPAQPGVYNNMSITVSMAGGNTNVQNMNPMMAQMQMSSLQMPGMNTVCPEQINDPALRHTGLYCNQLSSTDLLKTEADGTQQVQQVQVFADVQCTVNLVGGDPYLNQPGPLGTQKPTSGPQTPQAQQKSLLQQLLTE
SRC3 inh: inhibitors of human steroid receptor coactivator 3 (SRC3); HEK293 GAL4-SRC3 luciferase reporter, luminescence; inhibition, % at 3.6 µM; actives 0.17% (n = 360,000);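 active = inhibition above a per-campaign cutoff, the mean of all compounds plus 3 SD, cut at about 60% in these data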;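 note: 0% = DMSO-treated cells and 100% = gossypol-treated cells at 36 µM; higher means less SRC3-driven luciferase light from the GAL4 reporter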
NCOA2 inhibitor: inhibits human steroid receptor coactivator 2; inhibition, % at 9 µM; actives 0.17% (n = 370,000); HEK293 GAL4-SRC2 luciferase reporter, luminescence;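 active = inhibition above the mean inhibition of all tested compounds plus 3 SD, set per campaign, cut at about 52% in these data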;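 note: 0% = DMSO treated cells and 100% = cells given Gossypol at 36 µM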
TLR9-MyD88 inh: blocks human TLR9 binding to MyD88; Q9NR96+Q99836; CHO BLA complementation TLR9-MyD88, CCF4 FRET ratio; inhibition, % at 4.98 µM; actives 0.21% (n = 340,000); AID 504734;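 active = inhibition above the mean over all tested compounds plus 3 SD, cut at about 21% in these data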;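 note: 0% = DMSO only wells and 100% = clavulanate BLA inhibitor control wells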
NOD2-RIPK2 inh: inhibitors of human NOD2-RIPK2 interaction; CHO BLA complementation NOD2-RIPK2, CCF4 ratio; inhibition, % at 4.98 µM; actives 0.38% (n = 360,000); AID 624267; in the data active = inhibition above about 21%;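 note: 0% = vehicle only and 100% = reference blocker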
TRAIL sens C8: caspase-8 TRAIL sensitization; actives 1% (n = 360,000); AID 624354; NB7+C8 cells + TRAIL, ATPlite viability luminescence; inhibition (viability loss, TRAIL sensitization), % at 10 µM;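 active = compounds causing at least 50% loss of cell viability in the single-dose screen, relative to plate controls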
EBV LMP1 NFkB: inhibitors of Epstein-Barr LMP1-induced NF-kappaB reporter | inhibition, % at 12.5 µM | actives 0.69% (n = 350,000) | LMP1-induced NF-kappaB luciferase reporter cells, luminescence; in the data active = inhibition above about 41%; inconclusive = no clear call, values can overlap the other calls;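 note: 0% = neutral control wells and 100% = reference inhibitor control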
NR5A2 inv ag: inverse agonists of human LRH-1 (NR5A2). HEK293T StAR-luciferase reporter, LRH-1 transfected, 24 h. inhibition, % at 3.6 µM. actives 0.13% (n = 360,000). O00482;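 active = inhibition above the mean inhibition of all tested compounds plus 3 SD, cut at about 73% in these data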;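 note: 0% = DMSO wells and 100% = reporter-only cells lacking LRH-1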
* = called active by the depositor; u = inconclusive; x = no result given. These rows are one share of the data. The share of hits here may be higher or lower than overall.

Under each structure: Vif imaging	TLR9-MyD88 inh	EBV LMP1 NFkB	NOD2-RIPK2 inh	NCOA2 inhibitor	TRAIL sens C8	NCOA1 inh	SRC3 inh	NR5A2 inv ag	TROY signal inh	COUP-TFII inh
> CCOc1ccc(CC(=O)Nc2sc(Cc3ccccc3)c(C)c2C(N)=O)cc1OCC
    57.8*	7.2	-0.7	-0.8	2.4	-9.9	9.8	17.2	-13.3	2.8	26.6
> Cc1nn(-c2nc3ccccc3[nH]2)c(N)c1-c1ccccc1
    -10.2	-3.0	-54.6	-0.3	-56.5	36.7	-107.9	-70.0	-139.0	-71.9	-29.0
> CCOc1ccc(Cc2c(O)nc(SC)[nH]c2=O)cc1
    1.8	-67.5	-0.4	-6.3	-31.0	-12.1	-1.0	-8.7	-12.0	0.7	-8.9
> CCn1c(CCCNC(=O)c2ccc(F)cc2)nc2ccccc21
    7.8	9.7	-2.4	9.7	-18.9	7.1	-7.7	10.0	-9.1	5.5	-26.2
> CC(=O)c1ccc(N2CCN(C(=O)c3cccs3)C(C)C2)c(F)c1 (stereo unspecified)
    -0.1	-0.5	4.7	-8.0	-9.1	15.7	18.3	-6.1	24.4	5.5	11.8
> CCCCn1c(CCNC(=O)CC)nc2ccccc21
    -6.5	-8.5	-1.8	-6.6	-2.2	0.6	1.4	-2.9	-18.0	-4.5	-7.5
> NNC(=O)c1cccn(Cc2cccc(C(F)(F)F)c2)c1=O
    -12.0	-6.9	10.3	-4.4	-33.3	-0.3	7.3	-13.5	0.0	-15.7	2.0
> COc1ccc(NC(=O)CCCNC(=O)Cn2cnc3sc(C)c(C)c3c2=O)c(OC)c1
    0.0	6.4	-4.6	-4.0	-13.1	-5.8	-2.1	-19.4	13.0	-8.1	-11.9
> CCOc1ncccc1C(=O)Nc1ccc(S(=O)(=O)N2CC(C)CC(C)C2)cc1 (stereo unspecified)
    1.1	-1.9	-1.4	1.9	-0.7	6.4	-2.1	8.6	6.9	14.6	-3.4
> COc1ccc(C2NC(=O)NC(C)=C2[N+](=O)[O-])cc1OC (stereo unspecified)
    0.4	4.8	-11.4	3.7	20.0	-2.8	11.9	7.8	16.7	9.7	-13.2
> COc1ccc(NC(=O)C(Cc2ccccc2)n2cccc2)cc1OC (stereo unspecified)
    -12.4	-3.4	-1.1	-3.6	-8.2	1.0	8.3	15.2	-5.5	9.4	4.2
> COc1cccc(CN2C(=O)C(C)Oc3ccccc32)c1 (stereo unspecified)
    2.8	-16.2	4.5	1.3	3.6	-0.1	6.1	-11.9	-9.4	-31.1	-27.5
> CC(C)(C)c1ccc(S(=O)(=O)N2CCCCC2)cc1
    1.2	-1.0	-7.3	-4.1	5.6	-9.5	-5.9	11.5	-6.8	0.4	2.2
> CN(CC(=O)NCc1ccco1)CC(=O)Nc1c(Cl)cccc1Cl
    26.8	-5.0	2.1	5.7	-21.6	-10.9	-7.2	12.4	-12.7	6.9	-7.2
> COc1ccc(-c2cc(C(F)(F)F)c(C#N)c(SCC(=O)Nc3ccc(C)cc3)n2)cc1
    3.0	6.7	-9.4	-0.1	-6.6	1.9	-8.0	-3.5	-4.8	-1.1	-15.9
> Cc1ccccc1NC(=O)c1ccccn1
    6.5	-6.8	-9.0	2.3	-30.7	-3.9	-109.0	-24.1	-15.9	-22.2	-4.2
> CCOC(=O)c1c(C)nc2sc(C(=O)Nc3ccccc3)c(N)c2c1-c1ccc(OC)cc1
    -7.5	30.7*	7.0	13.9	x	1.5	-18.6	0.5	-11.9	-40.5	x
> Cc1ccc(-c2cc(C(=O)O)c3cc(Br)ccc3n2)o1
    -5.7	5.2	-8.5	-2.4	6.8	1.6	7.5	4.8	5.5	4.3	5.4
> COc1ccc(CC(=O)Nc2ccc(S(=O)(=O)Nc3nccs3)cc2)cc1
    9.9	0.5	-0.1	-4.4	-20.7	16.1	-7.5	-18.5	-0.5	-10.9	5.6
> C(=N\Nc1nc(-c2cccnc2)nc2ccccc12)/c1ccccc1
    8.1	x	x	-4.1	-32.4	43.6	1.3	-21.9	4.5	-44.9	1.0
> CC(C)CC(=O)Nc1sc2c(c1C#N)CC(C)(C)NC2(C)C
    55.6*	-0.3	-1.8	7.0	5.7	-3.7	-2.2	5.1	8.7	4.6	-12.2
> CC1CC(=O)C(C(C2=C(O)CC(C)CC2=O)c2ccccc2)=C(O)C1 (stereo unspecified)
    3.3	-0.8	-5.3	2.3	-26.7	3.7	1.0	-4.1	-4.1	-0.2	2.5
> CCOC(=O)/C=c1\s/c(=C\c2ccc3cc(OC)ccc3c2)c(=O)n1CC(=O)NCc1ccc2c(c1)OCO2
    1.5	-20.5	-63.9	-1.8	10.8	-4.0	6.4	8.5	-5.8	-8.9	-0.6
> Cn1c(=O)c2c(nc(NCCNC(=O)c3ccco3)n2Cc2ccc(Cl)cc2Cl)n(C)c1=O
    x	2.2	-1.3	1.3	-28.8	0.9	1.7	-2.0	2.1	17.2	-11.2
> Cc1ccc(S(=O)(=O)N2C3CCCCC3O[C@H]2CC(=O)Oc2ccccc2)cc1 (stereo partly specified)
    x	x	x	-1.5	14.5	-5.9	x	x	-34.2	x	16.9
> CC(C)(C)c1ccc(NC(=S)NCc2cccs2)cc1
    -4.5	1.0	-18.2	6.3	3.3	3.9	-31.9	-47.5	-41.1	-31.0	-13.2
> Cc1ccc(S(=O)(=O)N2CCN(C(=O)c3n[nH]c(=O)c4ccccc34)CC2)cc1
    1.7	1.4	-11.2	2.2	15.6	-6.8	-10.7	7.7	-7.2	2.3	-3.6
> CCOc1ccc(Nc2nc(Cc3nnc(SCC(=O)c4ccc(C)c(C)c4)o3)cs2)cc1
    -6.8	3.3	-4.3	-0.9	-4.4	28.4	0.2	5.1	-1.1	-6.2	-6.2
> O=C(CCN1C(=O)c2cccc3cccc(c23)C1=O)N1CCOCC1
    3.6	7.5	-8.4	-5.5	-23.3	2.6	-48.4	-40.4	-48.0	-43.2	-45.7
> O=S(=O)(c1ccc(Cl)c(Cl)c1)N1CCc2nc3ccccc3n2CC1
    7.5	-3.9	4.3	2.4	11.8	-12.4	2.8	13.2	0.9	8.3	-8.9
> CCC(=O)N1CCN(c2ccccc2NC(=O)c2ccc([N+](=O)[O-])o2)CC1
    5.0	2.4	-2.6	-2.5	25.2	12.2	7.4	1.1	24.5	9.2	-4.3
> COc1cc(C(=O)NNC(=O)c2cc(=O)[nH]c3ccccc23)cc(OC)c1OC
    u	2.0	-8.8	5.1	11.4	17.6	-19.5	16.2	17.2	-7.0	-3.7
> COc1ccccc1N1CCN(/N=C/c2cc(OC)c(OC)c(OC)c2)CC1
    -6.6	-12.3	-2.5	-7.5	-19.0	-16.2	-18.1	15.7	1.5	9.9	-8.1
> Cc1ccc(S(=O)(=O)NCc2ccco2)cc1C
    1.9	4.7	-1.6	-2.2	-11.4	-0.5	-11.5	-1.3	-3.8	-1.0	16.3
> CCOC(=O)c1ccc(NC2=CC(=O)C(=O)c3ccccc32)cc1
    -23.7	3.8	-16.9	-1.0	0.2	94.0*	-39.1	-23.2	-10.6	-2.1	18.6
> NC(=O)N\N=C/C=C/C=C/c1ccc(F)cc1
    -3.5	-2.3	4.8	2.8	14.6	2.0	5.7	1.9	-15.9	-5.3	7.0
> COc1cccc(-c2noc(-c3ccc(Cl)nc3)n2)c1
    -2.5	3.2	-15.7	6.4	-34.2	22.5	-49.9	-81.4	-43.5	-27.1	-23.6
> C=CCOC(=O)C1=C(C)NC(SCC(=O)Nc2nccs2)=C(C#N)C1c1ccc(Cl)cc1 (stereo unspecified)
    12.4	-0.2	4.3	2.0	-1.6	5.2	-16.3	18.9	-10.6	-12.4	8.0
> Cc1ccc(S(=O)(=O)N2CCN(C(=O)N3CCOCC3)C2c2ccc(N(C)C)cc2)cc1 (stereo unspecified)
    -14.2	-2.5	-6.8	-2.0	-5.3	5.7	1.2	7.3	10.1	8.2	-0.3
> CC(C)(O)CN(C(=O)c1ccccc1)C1CCCCC1
    -5.9	4.4	1.5	5.3	-10.5	34.6	-15.3	7.4	7.1	-6.1	-20.4
> CCOC(=O)C(NC(=O)c1ccc(F)cc1)(Nc1nnc(C)s1)C(F)(F)F (stereo unspecified)
    -4.9	3.3	-2.7	-11.8	16.1	-5.5	-5.4	-14.0	-26.1	-11.9	9.7
> CCN(CC(=O)Nc1ccccc1C(F)(F)F)C(=O)CN1C(=O)NC2(CCCCC2)C1=O
    0.2	-10.8	-5.1	-12.2	-16.6	-1.0	-5.6	19.4	-6.8	5.8	-12.7
> O=C(NCC1COc2ccccc2O1)C1C2C=CC3(CN(Cc4ccccc4Cl)C(=O)C13)O2 (stereo unspecified)
    -11.5	-3.1	0.6	-3.7	-22.4	16.9	-6.6	-7.6	-2.7	15.4	11.3
> C=CCNC(=O)C1COc2ccccc2O1 (stereo unspecified)
    2.2	-3.7	4.3	1.7	-6.9	-9.6	-0.2	15.1	-4.0	8.4	2.9
> O=c1oc2ccc(Cl)cc2cc1-c1ccccc1
    -2.9	-6.3	-3.7	-12.8	15.0	9.3	-10.7	-6.9	-22.3	-53.2	8.3
> Cc1[nH]n(-c2ccc(Cl)cc2)c(=O)c1C(=O)c1ccccc1
    13.3	8.9	3.5	-2.1	12.2	-12.9	-9.0	17.9	26.1	-14.1	15.7
> O=C(O)C(O)c1ccco1 (stereo unspecified)
    -9.7	1.5	-6.9	6.2	x	-12.2	0.6	3.9	17.5	3.1	x
> O=C(NNC(=O)c1cccnc1)Nc1ccccc1
    6.1	-8.6	-2.9	-6.6	3.2	-7.5	-5.7	5.9	17.1	-4.8	7.2
> O=C(CCc1nnc(Cc2ccc3c(c2)OCO3)o1)NCc1nc2ccccc2s1
    6.0	-4.3	0.1	-13.5	2.5	3.0	6.7	3.2	15.7	8.4	0.3
> O=C(CSc1ncnc2c1sc1ccccc12)Nc1ccc(Br)cc1
    -9.4	2.7	-6.2	4.7	10.8	10.6	-17.5	4.1	-12.2	-7.9	7.4

Remaining list, next part.
Under each structure: Vif imaging	TLR9-MyD88 inh	EBV LMP1 NFkB	NOD2-RIPK2 inh	NCOA2 inhibitor	TRAIL sens C8	NCOA1 inh	SRC3 inh	NR5A2 inv ag	TROY signal inh	COUP-TFII inh
> CSCCC(c1nc2ccccc2[nH]1)n1c(-c2ccc(C)cc2)nc2ccccc21 (stereo unspecified)
    x	x	x	-10.0	-30.1	-4.5	x	x	-33.8	x	-7.2
> COc1cc(/C=C/C(=O)OCC(=O)NCCN2C(=O)CSC2=O)ccc1OCC#N
    5.2	-8.1	-2.3	4.0	5.3	-5.3	2.9	-17.2	7.0	-8.6	3.7
> CCCCN1C(Nc2ccccc2)=NC[C@@H]1CC(C)C
    -5.5	-5.7	3.0	-1.3	-27.1	0.6	-3.2	5.0	3.0	5.0	-18.2
> COc1ccc(-c2nc(NC(=O)C3CCN(c4nc5ccccc5o4)CC3)sc2C)cc1
    -41.8	-15.2	5.7	5.7	18.5	25.7	-9.1	-4.7	-13.5	13.4	17.7
> CCc1ccc(NC(=O)CS(=O)CC(=O)Nc2ccc(F)cc2F)cc1 (stereo unspecified)
    2.5	-9.3	-3.0	0.9	-21.3	16.2	-13.2	18.4	-3.0	-5.5	-20.1
> Clc1cccc(Cl)c1Cn1cnc2c(NCc3ccco3)ncnc21
    7.3	-1.1	1.3	-7.7	x	8.3	-15.3	14.3	9.2	10.4	x
